Assay outcomes as filed in PubChem BioAssay.
Diaphorase act: activates diaphorase or chemically reduces, flagging diaphorase assay artifacts; hit rate 0.005% among 190,000; AID 1229; activation factor at 20 µM; Diaphorase/resazurin coupled assay, resorufin fluorescence, 16 min; active compounds read high; 1 = vehicle wells, 0 = NADH-free wells;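 active = diaphorase activity raised at least twofold by the compound at 20 µM; inactive = activation factor below 2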
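Material: Purified diaphorase enzyme from Clostridium kluyveri | Buffer or medium: 50 mM HEPES pH 7.4 with 4.542 mM MgCl2, 0.005% Tween 20 | Times: 16 min enzyme reaction, ambient temperature | Signal: Red resorufin fluorescence at 544/590 nm excitation/emission | Measure: Increased resorufin signal from activators or reducing compounds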
TNAP inh no acc: blocks human TNAP activity with no phosphate acceptor present | hit rate 0.26% among 200,000 | inhibition, % at 20 µM | purified TNAP, CDP-star luminescence, 30 min;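 active = tissue-nonspecific alkaline phosphatase inhibition above about 50% at 20 µM in the single-dose screen, limit read from the data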;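 note: 0% = DMSO negative control and 100% = EDTA positive control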
Target sequence (P05186 whole entry, looked up): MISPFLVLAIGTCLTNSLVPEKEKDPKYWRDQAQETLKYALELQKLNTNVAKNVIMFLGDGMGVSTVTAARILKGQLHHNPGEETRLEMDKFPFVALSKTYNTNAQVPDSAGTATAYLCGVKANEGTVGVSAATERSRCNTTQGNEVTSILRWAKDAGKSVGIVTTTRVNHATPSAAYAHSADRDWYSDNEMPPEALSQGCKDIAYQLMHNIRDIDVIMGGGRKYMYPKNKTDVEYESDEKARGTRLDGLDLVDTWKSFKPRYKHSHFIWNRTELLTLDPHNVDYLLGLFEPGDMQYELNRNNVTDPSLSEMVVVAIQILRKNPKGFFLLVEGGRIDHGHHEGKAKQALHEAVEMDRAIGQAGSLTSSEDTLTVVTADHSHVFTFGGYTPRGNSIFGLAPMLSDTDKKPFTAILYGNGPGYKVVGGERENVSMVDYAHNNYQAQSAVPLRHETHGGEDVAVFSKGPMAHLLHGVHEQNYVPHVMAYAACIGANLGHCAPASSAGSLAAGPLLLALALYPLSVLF
PMI act: increases human mannose-6-phosphate isomerase activity; purified human PMI, coupled resazurin fluorescence, 20 min; active compounds read high; 1 = vehicle control, 0 substrate-free wells; activation factor at 20 µM; hit rate 0.005% among 190,000;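 active = activation factor of 2 or more at 20 µM, relative to plate controls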
Target sequence (P34949 whole entry, looked up): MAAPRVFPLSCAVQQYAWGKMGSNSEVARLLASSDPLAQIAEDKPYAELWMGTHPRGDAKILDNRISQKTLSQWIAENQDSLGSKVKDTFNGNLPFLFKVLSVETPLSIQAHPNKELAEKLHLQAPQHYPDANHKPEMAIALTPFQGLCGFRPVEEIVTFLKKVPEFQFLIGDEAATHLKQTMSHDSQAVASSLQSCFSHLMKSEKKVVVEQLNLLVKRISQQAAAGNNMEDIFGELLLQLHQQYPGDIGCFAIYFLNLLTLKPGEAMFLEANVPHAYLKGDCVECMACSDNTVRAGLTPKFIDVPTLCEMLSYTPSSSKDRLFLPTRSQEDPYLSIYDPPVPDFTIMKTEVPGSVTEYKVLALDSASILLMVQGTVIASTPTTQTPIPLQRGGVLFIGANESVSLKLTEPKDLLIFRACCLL
bIAP activator: increases bovine intestinal alkaline phosphatase activity | activation factor at 20 µM | purified bovine IAP, CDP-star luminescence, 30 min; active compounds read high; fold of DMSO-control signal, blank-subtracted | hit rate 0.17% among 200,000;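 active = activation factor of 2 or more at 20 µM, a signal rise over negative controls twice the positive control's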
TNAP act hi DEA: increases human TNAP activity under high phosphate acceptor concentration; P05186; purified TNAP, CDP-star luminescence, 1 M DEA, 30 min; active compounds read high; 0 = EDTA background, 1 = DMSO-only activity; activation factor at 20 µM; 200,000 tested, under 10 active; AID 1136;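 active = activation factor at least 2 at 20 µM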
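Assay system: human TNAP; Input: enzyme diluted 1/800 final; Reagent: CDP-star luminogenic substrate at 100 µM final; Timing: 30 min, room temperature; Signal: luminescence; Evaluation: TNAP activation factor scaled between EDTA and DMSO control wells.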
TNAP inh hiacc: TNAP (human) inhibition, high acceptor | P05186 | purified TNAP, CDP-star luminescence, 1 M DEA | inhibition, % at 20 µM | hit rate 0.03% among 200,000;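 active = over 50% inhibition of tissue-nonspecific alkaline phosphatase at 20 µM in the single-dose screen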;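 note: plate controls were DMSO wells for no effect and EDTA-quenched wells as full inhibition for full effect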
Lmaj promast: Leishmania major promastigote growth inhibition; hit rate 9% among 200,000; Leishmania major promastigotes, resazurin fluorescence viability; AID 1063; inhibition, % at 10 µM; in the data active = inhibition above about 50%;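 note: promastigotes grown with compound for 44 hours at 28 °C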
bIAP inh: intestinal alkaline phosphatase (bovine) inhibition | 190,000 tested, under 10 active | inhibition, % at 20 µM | purified bovine IAP, CDP-star luminescence, 30 min;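 active = over 50% inhibition of intestinal alkaline phosphatase at 20 µM in the single-dose screen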
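Incubation: 30 min reaction at room temperature / Material: purified bovine intestinal alkaline phosphatase (IAP) enzyme / Input: enzyme at 1/65,000,000 dilution / Dosing: 20 µM single dose / Signal: CDP-star luminescence signal / Reagent: CDP-star chemiluminescent phosphatase substrate, 30 µM final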
Diaph inh CS: inhibits diaphorase or chemically oxidizes, flagging diaphorase assay artifacts; diaphorase resazurin-to-resorufin fluorescence, NADH, 16 min; bacterial (C. kluyveri) enzyme, not human; inhibition, % at 20 µM; hit rate 0.69% among 190,000;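 active = primary screen inhibition at 20 µM above a set limit, cut at about 50% in these data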;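 note: plate controls were DMSO with full reaction for no effect and wells lacking NADH for full effect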
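Assay system: diaphorase enzyme from Clostridium kluyveri; Input: enzyme working solution with 0.14 U/mL diaphorase; Timing: 16 min at room temperature; Technique: resorufin fluorescence, excitation 544 nm, emission 590 nm; Benchmarks: positive control minus NADH, DMSO neutral control.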
PMI act satM6P: PMI (human) activation, high substrate; P34949; hit rate 0.34% among 190,000; coupled PMI enzyme assay, resazurin fluorescence, 20 min; active compounds read high; 1 = untreated enzyme, 0 = substrate-free blank; activation factor at 20 µM;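 active = activation factor of 2 or more at 20 µM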
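Test system: human phosphomannose isomerase with PGI, G6PDH, diaphorase coupling enzymes; Amount: PMI at 15 ng/mL final; Reagent: Mannose-6-phosphate 1.0 mM (near-saturating) plus 0.22 mM NADP+; Timing: 20 min, room temperature; Technique: resorufin fluorescence at Ex 544/Em 590 nm; Dosing: 20 µM single dose.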
Starred values were filed as active, the others as inactive; nt = no result given.

SMILES	Diaphorase act	TNAP inh no acc	PMI act	bIAP activator	TNAP act hi DEA	TNAP inh hiacc	Lmaj promast	bIAP inh	Diaph inh CS	PMI act satM6P
COc1cccc(-c2nnc(SCC(=O)Nc3ccc(S(N)(=O)=O)cc3)n2C)c1	0.9	6	1.1	0.8	1.1	-6	0	22	7	1.1
CC1CCCN(c2ccc(C(=O)Nc3cccnc3)cc2[N+](=O)[O-])C1 (centres undefined)	0.8	2	1.1	0.9	1	2	23	10	21	1.1
COc1ccc(NCc2nc3ccccc3n2CCOc2ccc(C)cc2)cc1	0.9	-5	0.8	0.9	1	2	91*	7	7	0.8
COc1ccc(CSc2ncnc3sccc23)cc1F	0.8	-18	0.9	0.8	1	-3	0	24	22	0.9
CC(C)C(NS(=O)(=O)c1cc(C(=O)O)ccc1Cl)C(=O)O (centres undefined)	0.9	-10	0.9	1	1	-3	-1	-3	12	1
Cc1ccc(S(=O)(=O)c2c(N)n(/N=C/c3ccco3)c3nc4ccccc4nc23)cc1	0.7	-10	1.1	1	1	3	59*	1	32	0.8
Cc1csc(N/N=C/c2ccc(O)c([N+](=O)[O-])c2)n1	0.8	5	0.9	0.6	0.9	11	17	45	19	0.9
Fc1cccc(CCN2C(=S)NC[C@@H]2Cc2ccccc2)c1	0.8	-8	0.9	0.6	1.1	-9	5	38	24	1
CCSc1nnc2c(n1)OC(C)(C)Nc1ccccc1-2	0.8	-15	1	0.9	1.1	-7	-3	8	23	0.9
COc1cccc(-c2nnc(Nc3nc4c(F)cccc4s3)o2)c1	1.1	-74	1.2	1	1	-3	1	3	-15	1.2
CC(C)(C)N/N=C/c1cc(Cl)cc([N+](=O)[O-])c1O	1	22	1.4	0.1	0.8	16	28	nt	0	1.3
Cc1ccc(-c2cc(C(=O)NCCCn3ccnc3)c3ccccc3n2)s1	1.1	1	1	0.7	1	-2	15	32	-7	1.1
COc1ccc(-c2ccc(SCC(=O)NCc3ccco3)nn2)cc1OC	0.9	-9	1	1	1	4	3	-4	13	1
Cc1ccc(N2CCCCn3c2nc2c3c(=O)n(CC(=O)O)c(=O)n2C)cc1	0.9	-14	1	1	1.1	-7	-9	0	10	1
COc1ccc(CC(=O)NNS(=O)(=O)c2ccc(F)cc2)cc1OC	1.1	-5	1	1.2	1.1	-6	16	-20	-14	1
CC(C)NC(=O)c1ccc2c(=O)n(Cc3ccco3)c(=S)[nH]c2c1	1.2	2	1.2	1	1	-3	-3	1	-16	1.2
CCc1nc2sccc2c(=O)n1N	1	-2	1	1.1	1	-1	-4	-5	4	1
O=C(O)CCC(=O)NCc1cn(-c2ccccc2)nc1-c1cccc(Br)c1	0.9	-6	0.9	1	1	3	59*	-1	14	0.9
CCOc1cc(S(=O)(=O)NC2CCCCC2)ccc1F	0.9	-17	0.9	0.7	1	0	15	34	10	1
CCOC(=O)c1nnn(-c2nn3nnnc3c3ccccc23)c1C	1.1	4	1.1	1	1.1	-5	13	1	-12	1.1
CC(=O)Nc1ccc(NC(=O)c2ccc(Cn3cc(Cl)cn3)cc2)cc1	0.8	-5	0.8	1	1	-3	-6	3	15	0.9
O=C(NC(C(=O)O)c1ccccc1)c1ccccc1 (centres undefined)	0.9	-2	0.9	1.1	1	1	0	-5	10	0.9
Cc1ccc(S(=O)(=O)NC(=O)c2cc(C)n(CCCN3CCOCC3)c2C)cc1	0.9	-11	1	1	1	-3	-7	2	14	1
COc1ccc(CSc2ncn[nH]2)cc1[N+](=O)[O-]	0.9	7	0.9	0.7	1	-1	-8	26	7	1
CCCCOc1ccc(-c2cc(C(F)(F)F)c(C#N)c(SCC(=O)O)n2)cc1	0.9	-4	1.1	1	1	0	-6	-4	12	1
O=C(CCn1c(=S)[nH]c2ccccc2c1=O)NCC1CCCO1 (centres undefined)	0.7	-11	0.8	1	1	-1	3	-2	26	0.8
COc1ccc(OCCCC(=O)NCC(C)C)cc1	1	-16	1	0.9	1	-5	-5	10	0	1.1
CSc1ccccc1NC(=O)c1c(C)noc1C	0.9	-8	0.9	0.8	1	-5	-6	21	8	0.9
CC(C)OC(=O)C[N+](C)(C)CCN1C(=O)C2C(c3ccccc3)C=CC(c3ccccc3)C2C1=O (centres undefined)	1	-3	1	1.1	1	2	1	-10	4	1
Cc1nn(-c2ccccc2)c2nc(-c3ccco3)cc(C(=O)O)c12	0.8	-12	1.1	0.9	1	-4	-9	6	21	1

The list goes on; it opens with the 6 that closed the last part.
SMILES	Diaphorase act	TNAP inh no acc	PMI act	bIAP activator	TNAP act hi DEA	TNAP inh hiacc	Lmaj promast	bIAP inh	Diaph inh CS	PMI act satM6P
CCCCOc1ccc(-c2cc(C(F)(F)F)c(C#N)c(SCC(=O)O)n2)cc1	0.9	-4	1.1	1	1	0	-6	-4	12	1
O=C(CCn1c(=S)[nH]c2ccccc2c1=O)NCC1CCCO1 (centres undefined)	0.7	-11	0.8	1	1	-1	3	-2	26	0.8
COc1ccc(OCCCC(=O)NCC(C)C)cc1	1	-16	1	0.9	1	-5	-5	10	0	1.1
CSc1ccccc1NC(=O)c1c(C)noc1C	0.9	-8	0.9	0.8	1	-5	-6	21	8	0.9
CC(C)OC(=O)C[N+](C)(C)CCN1C(=O)C2C(c3ccccc3)C=CC(c3ccccc3)C2C1=O (centres undefined)	1	-3	1	1.1	1	2	1	-10	4	1
Cc1nn(-c2ccccc2)c2nc(-c3ccco3)cc(C(=O)O)c12	0.8	-12	1.1	0.9	1	-4	-9	6	21	1
N/C(COc1ccccc1)=N\NC(=O)c1cccnc1Oc1ccccc1	1	-38	1	1.7	1.1	-5	-2	-69	-1	1
Cc1ccc(C)c(NS(=O)(=O)c2ccc(NC(=O)c3ccco3)cc2)c1	0.7	-12	0.8	1	1.1	-6	26	0	27	0.9
CN1CCN(C(=S)Nc2ccc(Cl)cc2Cl)CC1	1	-6	1	1	1	4	-6	4	5	1
CCc1c(C(=O)N2CCOCC2)csc1C	1	-8	1	1	1	-4	-3	5	1	0.9
Cc1nnc(C)c2c(C)n(-c3ccccc3N)c(C)c12	0.6	-2	0.8	1.1	0.9	5	0	-10	40	0.4
O=C(CC(=O)N/N=C\c1cccc(Cl)c1Cl)NCc1ccccc1	1	-16	0.9	0.6	1	-4	-2	45	4	1
O=C(CSc1ccc2ccccc2c1)Nc1nc2ccccc2[nH]1	1.1	-12	1.2	1	1.1	-6	-2	5	-7	1.2
Cc1cccc(-n2nc3c(c2NC(=O)c2ccco2)CS(=O)C3)c1C (centres undefined)	1	-5	1	1.1	1	-3	-9	-14	-1	1
COc1ccc(OCC(=O)N2CCN(c3cccc(C(F)(F)F)c3)CC2)cc1	0.8	-11	0.9	1	1.1	-7	-2	2	21	0.8
NC(=O)C1CCN(C(=O)c2ccc(Oc3ccccc3)cc2)CC1	0.8	-7	0.9	1	1.1	-7	-7	0	17	0.9
Cc1cc(NS(=O)(=O)c2ccc(NC(=O)c3cc4ccccc4o3)cc2)no1	1	25	1.1	0.9	1.1	-5	-32	8	4	1.1
CCOc1ccc(C(=S)N2CCN(C)CC2)cc1	1.1	-6	1	1.3	1	0	38	-29	-8	1
CCn1c(/C=N/n2cnnc2)nc2ccccc21	0.8	-14	1	0.9	1.1	-9	-2	11	16	1
COc1ccc(/C=C2/NC(=O)N(Cc3ccccc3F)C2=O)cc1OC	1.1	-3	1.2	1	1	-2	-4	-4	-14	1.1
Cc1cccc(C)c1NC(=O)C1c2cccc[n+]2CC(=O)N1Cc1ccc2c(c1)OCO2 (centres undefined)	0.9	-8	1.2	0.8	1	-2	2	24	7	1.2
COc1cc(/C=N/n2nnnc2N)ccc1O	0.9	-6	0.9	1	1	-3	-6	-2	14	0.9
N#C/C(=C/c1ccc(N2CCCCC2)o1)C(=O)NCCc1c[nH]c2ccccc12	0.7	24	0.7	0.9	0.7	34	0	10	26	0.7
Cn1cc(-c2nnnn2-c2cccc(C(F)(F)F)c2)c(C(F)(F)F)n1	1	-16	0.9	1	1	-4	1	3	-2	1
O=C(Cn1c(C(=O)NCc2ccco2)cc2sccc21)c1ccccc1	1	-2	0.9	0.9	1.1	-5	4	10	3	1
COc1ccc(-c2csc(Nc3ccc(O)cc3)n2)cc1	1	1	0.9	1.1	1	-4	23	-7	-2	0.9
Cc1cccc(C(OC(=O)c2ccco2)C(=O)NCc2ccccc2)n1 (centres undefined)	0.9	-9	1.1	0.9	1	-3	-3	14	14	1.1
COc1cc(OC)cc(C(=O)NCc2ccc3c(c2)cc(C)n3C)c1	1	-18	1.3	1	1	-5	11	-2	3	0.9
CSc1cccc(NC(=O)CCCOc2ccccc2)c1	0.9	0	0.9	0.7	1	3	-5	30	10	1
CC(/C=N/NC(=O)Cc1cccs1)=C\c1ccco1	0.9	12	0.9	0.9	1	0	0	5	9	0.6
CC1Cc2ccccc2N1C(=O)CSc1nccc(=O)[nH]1 (centres undefined)	0.9	-11	1.1	1	1	0	-3	4	10	1.1
CCCCC(=O)Nc1cccc2c1C(=O)N(c1ccccc1)C2=O	1	-10	0.9	1	1	-2	-10	3	5	1.1
COCCNCc1ccc(Cl)cc1Cl	0.9	-6	1	1.1	1	-1	-3	-12	9	0.9
Cc1nn(CCc2n[nH]c(=S)n2-c2ccc(F)c(Cl)c2)c(C)c1[N+](=O)[O-]	0.8	4	0.9	0.9	1	1	-5	9	16	0.9
Cc1cc(C)nc(N(C#N)C(C)C(=O)N(C)C)n1 (centres undefined)	0.9	-13	0.9	0.8	1	-4	-1	23	10	1
OCc1ccccc1CNCc1ccccc1	0.9	5	1.1	0.9	1.1	-5	4	10	12	1.1
O=C(Nc1cc(SCCO)cc([N+](=O)[O-])c1)c1ccc(Br)o1	0.9	-3	1	0.7	1	1	40	31	14	1
FC(F)(F)c1ccc(Oc2ccc3cc(Br)ccc3c2)nc1	1	-26	1	0.9	1	-2	-4	7	-3	1
COc1ccccc1-n1nnnc1SCC(=O)Nc1cc(C)on1	1	-9	1	0.9	1	-2	2	7	0	1
COc1cccc(NC(=S)NN2C(C)CCCC2C)c1 (centres undefined)	0.9	-8	0.9	0.9	1	-2	1	7	8	1
O=C(CSc1nnc(Cc2cc(=O)[nH]c(=O)[nH]2)n1-c1ccccc1)NCC1CCCO1 (centres undefined)	0.8	-17	0.9	0.9	1.1	-7	-3	13	17	0.9
